Bioassay records from PubChem BioAssay.
HTR5A ag ctr: HTR5A agonism, opioid heterodimer counter-screen; P47898; HTR5A agonist assay, luminescence, cell-based; activation, % at 9.3 µM; 340,000 compounds, 0.61% hits; AID 504692; in the data active = activation mostly above about 9.5%, no sharp cut-off; inactive = mostly below about 7.6%;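 note: 0% = cells with vehicle only and 100% = reference agonist; strong numbers were not always called active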
Arrestin-AP2 inh: inhibitors of human beta-arrestin and AP2 interaction | FITC-arrestin peptide / GST-AP2 beads, flow cytometry; AP2 beta2 appendage carries R879A mutation | inhibition, % at 10 µM | 340,000 compounds, 0.31% hits | AID 504490;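 active = inhibition above a set limit, near 3 SD of compounds lacking own fluorescence, cut at about 54% in these data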;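 note: plate controls were DMSO wells for no effect and 5 µM unlabelled arrestin peptide for full effect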
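Material – AP2 appendage R879A on GSH beads · Buffer or medium – PBS with 0.05% Tween 20 and 0.1% BSA · Probe or stimulus – fluorescein-tagged arrestin peptide at 50 nM final · Incubation – compound with beads 12 min RT, then probe 1 h RT · Detection – high-throughput flow cytometry of beads, ex 488, em 535 nm · Evaluation – percent response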
MOR-DOR ag: agonists of human mu-delta opioid receptor heterodimerization. P35372+P41143. cells, OPRM1-OPRD1 heterodimerization, luminescence. activation, % at 9.3 µM. 340,000 compounds, 0.3% hits; in the data active = activation above about 18%;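 note: 0% = vehicle-treated cells and 100% = reference agonist; values of inactives mirror those of a sister screen read the other way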
HTR5A inv ag: inverse agonist of human HTR5A in OPRM1-OPRD1 counter-screen | 340,000 compounds, 0.083% hits | inhibition, % at 9.3 µM | HTR5A cell line, luminescence, inverse agonism | AID 504634 | P47898; in the data active = inhibition mostly above about 23%, no sharp cut-off; inactive = mostly below about 18%;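 note: 0% = cells with DMSO and 100% = no-cell wells with DMSO; some compounds called inactive have numbers as strong as hits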
OPRM1-OPRD1 inv: inverse agonists of human mu-delta opioid receptor heterodimerization; P35372+P41143; cell-based MOR-DOR heterodimer luminescence, inverse agonism; inhibition, % at 9.3 µM; 340,000 compounds, 0.21% hits; AID 504357; in the data active = inhibition above about 22%, passing the limit was not always enough;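 note: 0% = cells with DMSO and 100% = wells without cells with DMSO; values of inactives mirror those of a sister screen read the other way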
PKA-R1A act: PKA-R1A complex activation | 340,000 compounds, 0.083% hits | activation, % at 11.4 µM | PKA-R1A dissociation, Cy5-IP20 fluorescence polarization; scaled: DMSO 0%, 113 µM cGMP 100% | P00514+P68181 | AID 504707;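 active = percent activation above the mean of all tested compounds plus 3 SD, cut at about 19% in these data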;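 note: higher means more PKAc released from R1A so a rise in polarization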
V-ATPase pHluor: yeast V-ATPase proton transport regulation by pHLuorin; response, % at 10 µM; 350,000 compounds, 0.37% hits; S. cerevisiae, pHLuorin cytosolic pH fluorescence; in the data active = response mostly above about 7.3%, no sharp cut-off; inactive = mostly below about 5.4%; note: actives read high; inactives centre near 0; some compounds called inactive have numbers as strong as hits; reference of the scale not given here
PKA-R2B activ: PKA-R2B complex activation | 340,000 compounds, 0.079% hits | PKA-R2B holoenzyme dissociation, Cy5-IP20 fluorescence polarization; R2B truncated from residue 108, S112A mutant; 0% DMSO only, 100% 113 µM cGMP | P22694+P31323 | AID 504700 | activation, % at 11.4 µM;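 active = activation above a cutoff set at the mean over all compounds plus 3 SD, cut at about 18% in these data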;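 note: higher means more holoenzyme dissociation and a rise in polarization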
Pemphigus Ab inh: human desmoglein-3 autoantibody binding inhibition; P32926; DSG3-coupled beads, scFv-anti-DSG3-GFP binding, flow cytometry; hits give low values; binding (percent of control), % at 10 µM; 310,000 compounds, 0.48% hits; AID 588358;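 active = binding more than 3 SD below its plate's average and above zero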;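 note: hits lower antibody fragment binding to DSG3; some compounds called inactive have numbers as strong as hits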
Target sequence (P32926 whole entry, looked up, the tested form may be a part): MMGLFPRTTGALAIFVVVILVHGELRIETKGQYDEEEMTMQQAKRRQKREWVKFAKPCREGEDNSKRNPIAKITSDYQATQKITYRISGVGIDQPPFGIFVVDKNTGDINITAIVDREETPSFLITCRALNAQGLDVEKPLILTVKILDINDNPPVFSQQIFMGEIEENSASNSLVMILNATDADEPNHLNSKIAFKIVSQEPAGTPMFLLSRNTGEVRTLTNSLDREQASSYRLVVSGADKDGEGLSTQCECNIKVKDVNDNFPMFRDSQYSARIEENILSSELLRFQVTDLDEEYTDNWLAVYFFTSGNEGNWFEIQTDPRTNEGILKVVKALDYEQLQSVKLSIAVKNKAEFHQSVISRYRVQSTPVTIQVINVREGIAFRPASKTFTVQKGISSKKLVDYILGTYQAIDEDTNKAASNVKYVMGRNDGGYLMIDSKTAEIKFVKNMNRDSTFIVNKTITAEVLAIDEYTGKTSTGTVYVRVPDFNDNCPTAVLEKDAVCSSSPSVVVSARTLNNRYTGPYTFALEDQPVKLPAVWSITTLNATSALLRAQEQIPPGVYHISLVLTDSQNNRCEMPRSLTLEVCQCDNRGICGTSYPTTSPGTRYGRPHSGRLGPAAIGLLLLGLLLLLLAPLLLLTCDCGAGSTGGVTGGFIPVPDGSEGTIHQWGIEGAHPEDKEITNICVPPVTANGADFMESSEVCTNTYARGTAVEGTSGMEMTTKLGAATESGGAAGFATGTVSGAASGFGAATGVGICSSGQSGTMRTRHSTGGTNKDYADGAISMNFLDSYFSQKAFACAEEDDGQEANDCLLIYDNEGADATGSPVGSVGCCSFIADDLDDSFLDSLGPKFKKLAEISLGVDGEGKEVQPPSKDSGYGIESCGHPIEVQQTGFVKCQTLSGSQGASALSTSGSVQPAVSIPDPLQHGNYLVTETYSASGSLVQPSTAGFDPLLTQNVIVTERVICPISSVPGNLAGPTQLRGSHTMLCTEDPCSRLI
DAGLB inh: diacylglycerol lipase beta (human) inhibition; Q8NCG7; HEK293T DAGLB membrane lysate, EnzChek fluorogenic substrate; inhibition, % at 5.17 µM; 340,000 compounds, 0.059% hits; AID 504411; in the data active = inhibition above about 34%;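 note: 0% = enzyme with vehicle and 100% = wells lacking enzyme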
An asterisk follows results filed as active; . = not tested or not shown.

SMILES	HTR5A ag ctr	Arrestin-AP2 inh	MOR-DOR ag	HTR5A inv ag	OPRM1-OPRD1 inv	PKA-R1A act	V-ATPase pHluor	PKA-R2B activ	Pemphigus Ab inh	DAGLB inh
CC(C)(C)OC(=O)N(Cc1ccccc1)Cc1ccc(OCc2cccc(NC(=O)c3ccccc3)c2)cc1	8	4	-2.2	-30	10	-12	-2	0	103	-6
COc1ccc(NC(=O)c2cccc(S(=O)(=O)N3CCc4ccccc43)c2)c(OC)c1	.	.	.	.	.	-2	-2	9	110	0
CC1CC(C)CN(C(=O)C2CC(=O)N(c3ccc(F)cc3)C2)C1 (configuration not stated)	5	6	0.4	1	-2	-1	0	-5	90	-2
CC(C)n1c(-c2cccnc2)nc2cnccc21	-1	2	-0.6	-18	4	3	-1	5	98	-4
Cc1nc(C)c(C(=O)C2=C(O)C(=O)N(CCN3CCOCC3)C2c2cccs2)s1 (configuration not stated)	5	0	-3.7	1	23	4	5	-8	103	3
CC(C)N1CCN(CC#Cc2ccccc2)CC1CCO (configuration not stated)	2	.	2.4	-5	-17	-2	4	0	114	3
O=C(COc1ccc2c(c1)C(=O)CC1(CCCCC1)O2)NCc1ccccn1	2	25	-0.1	-1	1	5	-2	0	100	0
Cc1ccc(S(=O)(=O)NC(CC(C)C)C(=O)N2CCCC2)cc1 (configuration not stated)	1	5	-3.0	-6	15	-16	-3	0	103	5
Cc1nccn1CC(O)COc1ccc([N+](=O)[O-])cc1 (configuration not stated)	2	41	-1.3	-6	6	2	-4	-3	96	0
O=C(CSc1nnc(-c2cccs2)n1Cc1ccccc1)N1CCc2ccccc2C1	2	-9	-3.6	-7	17	-14	-3	-4	100	0
CCC(C)NC(=O)c1cnn2c(C)c3c(nc12)CCCC3 (configuration not stated)	2	11	-0.8	5	4	-1	.	4	108	2
COCCNC(=O)C1Cc2c(ccc3ccccc23)O1 (configuration not stated)	6	-19	-1.9	9	10	-11	-3	-7	98	-1
O=C1CC(c2ccco2)CC(O)=C1C=Nc1cc(Cl)ccc1O (configuration not stated)	8	7	6.4	-16	-39	-5	-3	0	112	7
COc1ccccc1C(=O)Nc1ccnn1C1CCN(C(=O)C2CCOC2)CC1 (configuration not stated)	-4	0	-3.7	-14	20	2	4	2	98	-3
O=c1cc(N2CCCCC2)c(-c2ccccc2)nn1Cc1c(Cl)cccc1Cl	6	-1	8.4	-10	-38	0	3	-3	114	-9
CC1(C)CC(=O)C2=C(C1)N(Cc1cccnc1)C(=O)C2(NC(=O)c1ccc(F)cc1)C(F)(F)F (configuration not stated)	-7	0	0.1	-12	-1	-17	-4	-1	.	0
NS(=O)(=O)c1cc2c(cc1Cl)NC(CSCc1ccccc1)=NS2(=O)=O	8	-2	-1.1	0	6	4	4	12	107	8
CC1C(=O)Nc2ccc(S(=O)(=O)N3CCc4ccccc4C3)cc2NC1=O (configuration not stated)	-1	1	0.5	3	-2	-3	1	3	.	-11
CCOC(=O)N1CCN(c2cc3[nH]c(=S)[nH]c3cc2F)CC1	-1	-4	0.6	8	-3	-6	1	8	92	1
O=C(O)CCn1c(SCCOc2ccccc2)nc2ccccc21	-6	13	-1.8	1	9	-11	-2	-4	113	-1
CCn1cc(C2=NC(C)CO2)c2ccccc21 (configuration not stated)	5	20	-1.3	-3	7	-7	0	4	98	-2
Cc1ccc(C)c(CN2CCCN(C(=O)Cn3ncc4c3-c3ccccc3OC4)C2)c1	-4	4	0.5	12	-2	12	-1	-6	104	-5
CC(C)N1CCC(N2CCN(C/C=C/c3ccccc3)CC2CCO)CC1 (configuration not stated)	1	-5	-0.1	-2	1	-15	-1	-8	98	-1
CCOc1ccc(N(CC(=O)Nc2ccccc2C(=O)NCc2ccco2)S(C)(=O)=O)cc1	-4	2	-2.5	12	13	2	-1	6	99	1
CC1(NC(=S)Nc2ccc3ccccc3c2)CCS(=O)(=O)C1 (configuration not stated)	0	3	-0.7	-1	4	-18	2	-7	96	0

Complete entries, looked up by structure. Values in the order: HTR5A ag ctr | Arrestin-AP2 inh | MOR-DOR ag | HTR5A inv ag | OPRM1-OPRD1 inv | PKA-R1A act | V-ATPase pHluor | PKA-R2B activ | Pemphigus Ab inh | DAGLB inh
Record of Cc1nc(C)c(C(=O)C2=C(O)C(=O)N(CCN3CCOCC3)C2c2cccs2)s1 (configuration not stated) = 5 | 0 | -3.7 | 1 | 23 | 4 | 5 | -8 | 103 | 3
Record of CCn1cc(C2=NC(C)CO2)c2ccccc21 (configuration not stated) = 5 | 20 | -1.3 | -3 | 7 | -7 | 0 | 4 | 98 | -2
Record of CC(C)(C)OC(=O)N(Cc1ccccc1)Cc1ccc(OCc2cccc(NC(=O)c3ccccc3)c2)cc1 = 8 | 4 | -2.2 | -30 | 10 | -12 | -2 | 0 | 103 | -6
Record of O=c1cc(N2CCCCC2)c(-c2ccccc2)nn1Cc1c(Cl)cccc1Cl = 6 | -1 | 8.4 | -10 | -38 | 0 | 3 | -3 | 114 | -9
Record of CC(C)N1CCC(N2CCN(C/C=C/c3ccccc3)CC2CCO)CC1 (configuration not stated) = 1 | -5 | -0.1 | -2 | 1 | -15 | -1 | -8 | 98 | -1

The main list resumes with the 2 entries that preceded the break.
SMILES	HTR5A ag ctr	Arrestin-AP2 inh	MOR-DOR ag	HTR5A inv ag	OPRM1-OPRD1 inv	PKA-R1A act	V-ATPase pHluor	PKA-R2B activ	Pemphigus Ab inh	DAGLB inh
CCOc1ccc(N(CC(=O)Nc2ccccc2C(=O)NCc2ccco2)S(C)(=O)=O)cc1	-4	2	-2.5	12	13	2	-1	6	99	1
CC1(NC(=S)Nc2ccc3ccccc3c2)CCS(=O)(=O)C1 (configuration not stated)	0	3	-0.7	-1	4	-18	2	-7	96	0
O=C(NCCc1ccc(F)cc1)c1ccc2c(=O)n3c(nc2c1)CCC3	4	-4	-1.0	7	5	-7	-2	-8	97	-1
CC(OC(=O)c1cccnc1Cl)C(=O)Nc1ccc2c(c1)OCCO2 (configuration not stated)	-2	1	-0.9	-27	4	-3	0	-6	91	-2
COc1ccc(C(=O)Nc2ccccc2C(=O)N(Cc2ccco2)C(C(N)=O)C(C)C)cc1 (configuration not stated)	-1	5	-2.2	3	10	-3	-2	4	99	-1
COC(=O)c1sc(S(=O)(=O)Nc2ccc(C)c(C)c2)c(C(=O)OC)c1C	0	5	2.8	1	-20	-1	3	-11	93	-9
COc1ccc(CN(Cc2ccc(OC)cc2)S(=O)(=O)c2ccc(-n3cnnn3)c(C)c2)cc1	-3	-1	2.3	-6	-13	2	0	0	102	-4
Cc1cc(C(=O)N2CCCC(N3CCN(c4cccc(Cl)c4)CC3)C2)nn1C (configuration not stated)	2	-2	-1.5	-5	8	2	1	-8	104	1
O=C(COC(=O)c1cc(S(=O)(=O)NCc2ccccc2)ccc1O)NCc1ccccc1	6	4	-1.6	-20	8	2	3	5	102	0
CCn1cc(CCCC(=O)NCc2ccccc2OC)c2ccccc21	-2	-16	-0.1	6	0	4	2	-2	100	-9
O=C(Nc1ccccc1)Nc1ccccc1C(=O)NCc1ccco1	-2	-9	-0.4	-8	2	0	7	1	89	-1
CCc1ccccc1S(=O)(=O)c1c(C)cc(C)nc1Cl	2	3	-1.9	-7	8	10	4	-7	99	-5
COc1ccc2oc(C(=O)Nc3ccc(N4CCOCC4)cc3)c(C)c2c1	3	-9	-0.7	-23	4	-4	2	4	91	4
O=C(N/N=C/c1ccc(OC(F)F)cc1OC(F)F)c1cccc(S(=O)(=O)N2CCOCC2)c1	3	31	-1.1	18	5	-13	2	-2	102	-2
CC1CCCCC1NC(=O)CSc1nnc(COc2ccccc2Cl)o1 (configuration not stated)	1	-8	1.6	-2	-8	4	8	4	94	-4
CCc1ccc(CN2CCC(N3CCC(C(=O)N4CCCC4)CC3)CC2)o1	-2	-11	-0.4	16	2	-3	-1	0	104	0
O=C(CCN1C(=O)C2CCCCC2C1=O)N1CCN(S(=O)(=O)c2ccccc2)CC1 (configuration not stated)	-1	-10	-1.3	-5	9	-4	-1	-4	101	2
NC(=O)c1cc([N+](=O)[O-])ccc1NCc1cccnc1	2	13	0.7	-4	-4	-4	0	-6	101	1
CC(=O)N[C@@H](C)C(=O)N1CCC(n2nccc2NC(=O)CCCc2ccccc2)CC1	5	-12	-2.6	-7	14	4	1	-8	96	1
CCN(C(=O)CSc1nnc(-c2ccncc2)o1)c1ccccc1	-2	-10	-2.3	4	12	-7	-2	10	.	2
Fc1ccccc1Cc1ccc(Cl)nn1	-3	19	-1.6	9	8	-9	-2	2	101	3
Cc1ccc(S(=O)(=O)N2CCCCC2)cc1NC(=O)c1ccccc1Cl	0	-11	-0.6	0	3	-5	8	-4	99	0
O=C(O)Cc1c[nH]c2ccccc12	4	1	-2.8	-52	15	11	1	-4	97	-3
COc1ccc(Cl)cc1NC(=O)CN(C)C(=O)c1cc(C)oc1C	-4	-1	-2.7	9	11	1	0	-1	.	-2
Cc1cc(C(=O)NCC(=O)OCC(=O)N2CCCCCC2)ccc1[N+](=O)[O-]	-2	-5	-0.2	-12	1	-3	2	-22	104	2
COc1ccc(CCNC(=O)c2cc(COc3c(F)cccc3F)on2)c(OC)c1	7	-8	1.5	-8	-8	-6	1	-5	.	-8
Cc1ccccc1C1C(C#N)=C2N=C(N)c3c(sc4c3CCCCC4)N2C2=C1C(=O)CC(C)(C)C2 (configuration not stated)	1	25	1.9	-17	-10	3	2	-4	.	-3

Pulled one by one from the entries so far, 2 records:
SMILES	HTR5A ag ctr	Arrestin-AP2 inh	MOR-DOR ag	HTR5A inv ag	OPRM1-OPRD1 inv	PKA-R1A act	V-ATPase pHluor	PKA-R2B activ	Pemphigus Ab inh	DAGLB inh
O=C(O)Cc1c[nH]c2ccccc12	4	1	-2.8	-52	15	11	1	-4	97	-3
CC(OC(=O)c1cccnc1Cl)C(=O)Nc1ccc2c(c1)OCCO2 (configuration not stated)	-2	1	-0.9	-27	4	-3	0	-6	91	-2
